# TCR act: activators of T cell receptors. AID 504894. 330,000 tested, under 10 active. primary human leukocytes, anti-CD3, IL-2 HTRF, 48 h. Potency, µM (doses to about 9.22 µM), for inactives: at the top dose activation of IL-2 secretion, most hits filed as activators; further: % of control where 0% means no effect
#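 Using a-CD3 beads without co-stimulation, primary human leukocytes were exposed to compounds for 48 hr. An HTRF IL-2 kit measured the cytokine, with europium-to-d2 energy transfer producing emission at 665nm upon 320nm excitation.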
# MLL CXXC-DNA inh: MLL CXXC-DNA interaction inhibition; 0.037% of 290,000 active; Q03164; Potency, µM (doses to about 115 µM), without a hit: at the top dose activity change, negative = inhibition, most hits filed as inhibitors; MLL-CXXC / FITC-HOXA9 DNA fluorescence polarization; AID 2662; active means well fitted inhibition curve with a large enough effect in the polarisation, with a control signal flat, not every such curve was filed as active; inconclusive means small, poorly fitted or top-dose-only effect, or effect the other way, or a change in a side signal; inactive means no such curve, though single readings can be large or run the other way; the % refers to the polarisation; further: potency means the concentration at half of the fitted maximal effect
#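 Fluorescence polarization: 7 uM MLL-CXXC (stock) preincubated 5 min with compounds, then 50 nM fluorescein-HOX-A9 DNA (stock) added; 30 min ambient. Buffer 50 mM Tris-HCl pH 7.5, 50 mM NaCl, 1 mM DTT, 0.05% BSA.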
# Tb PFK block: inhibitors of T. brucei phosphofructokinase. O15648. T. brucei PFK, ADP-Glo luminescence. Potency, µM (top dose mostly 57.5 µM), for inactives: at the top dose activity, negative = inhibition, most hits filed as inhibitors. 0.17% of 330,000 active;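 further: potency means the concentration at half of the fitted maximal effect; 0% = uninhibited 1x PFK enzyme wells and -100% = no-enzyme wells; nearly all actives have a fitted effect of over 60% in size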
#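 Luminescent ADP detection (ADP-Glo, two-step: ATP depletion then ADP-to-ATP conversion for luciferase) reported PFK activity after 45 min room-temperature reaction of 1.25 nM enzyme with 0.5 mM F6P and 0.1 mM ATP at pH 8.0.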
# Giardia kill: Giardia lamblia killing | 0.15% of 340,000 active | AID 540267 | activity change, % at 7.66 µM, hits read low | Giardia lamblia trophozoite viability; in the data active means activity change below about -80%; inconclusive means between about -30% and that limit;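 further: parasites exposed to compound for two days anaerobically before the ATP read; on the % scale 0 is the no-effect control and ±100 the full control effect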
#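 Compounds were tested on trophozoites seeded at 100 cells/well and held 48 hrs at 37 deg C anaerobically. An ATP-based luminescent kit measured the remaining live cells.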
# TSHR antagonist: antagonists of human thyroid stimulating hormone receptor; TSHR-expressing cells, TSH-stimulated cAMP HTRF, 2 h; hits give low values; activity change, negative = inhibition, % at 11.5 µM; P16473; AID 504810; 0.2% of 330,000 active;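 active means activity change below a set negative limit, meaning inhibition stronger than a set level, cut at about -70% in these data; inconclusive means activity change between two set negative limits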; further: on the % scale 0 is the no-effect control and ±100 the full control effect
#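 TSHR-expressing cells were treated with compounds, then stimulated with TSH at EC80 (4nM final) for 2 hours at 37 deg C. Cellular cAMP was measured by HTRF competition between lysate cAMP and cAMP-d2 for a cryptate-labelled anti-cAMP antibody.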
# GALK inh: inhibitors of human galactokinase | 0.007% of 270,000 active | Purified GALK, Kinase-Glo residual ATP luminescence | Potency, µM (doses to about 57.5 µM), for the others: at the highest dose activity change, negative = inhibition, hits mostly inhibitors | P51570; further: potency means the concentration at half of the fitted maximal effect; on the % scale 0 is the no-effect control and ±100 the full control effect
#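 Kinase-Glo Plus luminescence measured ATP left after a 1 h room-temperature reaction. The reaction used 5 nM GALK, 100 uM galactose and 35 uM ATP at pH 8.0 (20 mM HEPES, 5 mM MgCl2, 60 mM NaCl, 1 mM DTT, 0.01% BSA).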
# A-T KAP1 phos: potential ataxia-telangiectasia treatments restoring KAP-1 phosphorylation. […] A-T fibroblasts, KAP-1 phosphorylation AlphaLISA; neocarzinostatin DNA damage 30 min before lysis. Potency, µM (titrated, usually from 57.5 µM), inactives show top-dose activation, most hits filed as activators. 0.19% of 320,000 active; further: potency means the concentration at half of the fitted maximal effect; % of control where 0% means no effect; nearly all actives have a fitted effect of over 45% in size
#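 hTERT-immortalized A-T patient fibroblasts ([…]), 500 cells/well in OPTI-MEM, 1% FBS, got compounds for 60 min, then NCS for 30 min at 37C. Lysates were then assayed for phospho-KAP-1 by AlphaLISA (anti-pKAP1 donor, anti-KAP1 acceptor beads), 6 hr at 25C.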
# FBPA coupling cs: counter-screen for Giardia aldolase inhibitors: coupling enzyme system | coupling enzyme system counterscreen, AmpLite Red fluorescence | activity change, negative = inhibition, % at 58.2 µM, hits read low | 0.67% of 290,000 active | AID 2472; in the data active means activity change below about -30%; further: on the % scale 0 is the no-effect control and ±100 the full control effect
#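 Fluorescence at 525 nm excitation and 598 nm emission measured inhibition of the coupled detection system without aldolase. Compounds (at 57.5 uM final) were preincubated 10 min at room temperature with coupling enzyme reagent before a 20 min substrate/AmpLite Red step.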
# BCR signal inh: inhibitors of chronic active B-cell receptor signaling | ABC-DLBCL IkBa-CBG/CBR reporter, luminescence ratio, 4 h | Potency, µM (highest dose often 46.1 µM), inactives show top-dose ratio change, negative = lower green/red ratio, hits mostly inhibitors | 0.05% of 340,000 active; active means well fitted inhibition curve with a large enough effect in the signal ratio, with a control signal flat, not every such curve was filed as active; inconclusive means small, poorly fitted or top-dose-only effect, or effect the other way, or a change in a side signal; the % refers to the signal ratio;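 further: potency means the concentration at half of the fitted maximal effect; plate controls were basal doxycycline-induced cells for no effect and cells given 10 µM MG132 for full effect; MG132 reads +100%, hits lower the ratio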
#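 TMD8 human ABC-DLBCL cells with doxycycline-inducible IκBα–green luciferase fusion and unfused red luciferase, in 0.5% FBS medium; compounds up to 46 uM, 4 h at 37C. Green/red luminescence ratio, filter-overlap corrected, fitted to concentration-response curves.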
# hERG WT inh: blocks the wildtype human KCNH2 potassium channel | activity change, % at 1.84 µM | U2OS, BacMam KCNH2, thallium flux FluxOr; hits give low values | Q12809 | 0.37% of 340,000 active;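 active means maximum activity change below -70%; inconclusive means maximum activity change between -70% and -50%; inactive means maximum activity change above -50%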; further: on the % scale 0 is the no-effect control and ±100 the full control effect
# Target sequence (Q12809 whole entry, looked up): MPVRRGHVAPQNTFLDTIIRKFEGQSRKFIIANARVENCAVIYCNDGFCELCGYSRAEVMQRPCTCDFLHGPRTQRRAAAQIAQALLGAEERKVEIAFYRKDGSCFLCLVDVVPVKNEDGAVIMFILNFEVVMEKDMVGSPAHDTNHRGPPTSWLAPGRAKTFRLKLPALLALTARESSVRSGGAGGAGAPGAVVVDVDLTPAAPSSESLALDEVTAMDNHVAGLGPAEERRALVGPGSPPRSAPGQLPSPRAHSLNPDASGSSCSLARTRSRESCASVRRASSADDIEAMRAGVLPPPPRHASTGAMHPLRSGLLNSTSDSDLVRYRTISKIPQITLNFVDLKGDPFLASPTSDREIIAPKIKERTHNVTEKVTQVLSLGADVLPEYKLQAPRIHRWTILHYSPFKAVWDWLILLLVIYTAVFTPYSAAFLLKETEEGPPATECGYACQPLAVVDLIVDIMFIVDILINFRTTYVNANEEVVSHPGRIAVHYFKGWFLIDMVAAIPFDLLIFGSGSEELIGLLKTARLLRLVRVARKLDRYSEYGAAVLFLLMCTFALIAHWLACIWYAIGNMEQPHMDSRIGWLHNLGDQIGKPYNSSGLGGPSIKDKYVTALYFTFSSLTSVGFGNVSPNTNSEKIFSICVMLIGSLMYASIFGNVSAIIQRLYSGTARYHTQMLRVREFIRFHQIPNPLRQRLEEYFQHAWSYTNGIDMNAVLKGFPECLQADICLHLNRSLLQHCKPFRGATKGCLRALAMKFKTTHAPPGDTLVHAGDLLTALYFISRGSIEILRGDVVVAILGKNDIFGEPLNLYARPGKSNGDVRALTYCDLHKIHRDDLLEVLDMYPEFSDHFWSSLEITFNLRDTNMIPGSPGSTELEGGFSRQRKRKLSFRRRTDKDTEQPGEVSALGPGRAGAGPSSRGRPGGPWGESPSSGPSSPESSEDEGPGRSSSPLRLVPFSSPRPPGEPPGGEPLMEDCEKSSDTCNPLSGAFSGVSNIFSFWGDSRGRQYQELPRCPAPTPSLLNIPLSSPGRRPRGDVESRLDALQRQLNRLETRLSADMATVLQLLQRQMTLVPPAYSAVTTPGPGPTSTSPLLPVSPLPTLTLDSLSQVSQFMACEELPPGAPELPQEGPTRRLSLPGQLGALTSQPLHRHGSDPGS
#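 U2OS cells transduced with wild-type KCNH2 virus are loaded with FluxOr dye for 45 min, and thallium flux is measured in kinetic reads before and after stimulation buffer. Rate constants are normalized to DMSO controls.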
# Starred values were filed as active, the others as inactive; ? = inconclusive; nt = no result given; & = joins results of further samples; [ ] = dose if it differs, or a comment. Unless noted, the call rests on the fitted dose curve; in most records, active means well fitted curve in the direction sought with a large enough effect; inconclusive means small, poorly fitted or top-dose-only effect, or another doubt; inactive means no such curve, though single readings can be large; an effect the other way counts as inactive or inconclusive.
SMILES,TCR act,MLL CXXC-DNA inh,Tb PFK block,Giardia kill,TSHR antagonist,GALK inh,A-T KAP1 phos,FBPA coupling cs,BCR signal inh,hERG WT inh
COc1cc(C(=O)OC2CSCC2NC(=O)c2ccccc2)cc(OC)c1OC (stereo not drawn),3%,-2%,0%,14,-4,6%,3%,1,?,nt
Cn1cnnc1SC/C(O)=C(\C#N)c1nc2ccccc2[nH]1,0%[46.1 µM],11%,6%,-11,-8,-1%,1%,-1,-10%,2
Cc1ccc2c(c1)N(C(=O)CCC(=O)N1CCN(c3cccc(C)c3C)CC1)CCO2,0%,nt,1%,-7,11,nt,-2%,-1,7%,26
Oc1ccc(N=Nc2c(O)ccc3ccccc23)cc1,-36%,?,-6%,7,8,4%,-8%,-11,?,-7
Cc1cc(C)nc(NS(=O)(=O)c2ccc(NC(=O)Cc3ccccc3)cc2)n1,1%,3%,-7%,24,12,0%,-3%,9,7%,-1
CCCC(N)CCCCCC(=O)O (stereo not drawn),3%,-5%,2%,8,23,-4%,2%,5,3%,5
COc1ccc(C2=NS(=O)(=O)N(C)C(C(=O)NC(C)c3ccccc3)=C2)cc1 (stereo not drawn),2%,nt,0%,?,2,nt,5%,-4,0%,1
CCOc1ccc(NC(=O)CSc2nnnn2C2CC2)cc1S(=O)(=O)N1CCCC1,-4%,nt,-2%,-6,16,nt,-13%,nt,3%,2
CCC(c1nnnn1CCOC)N1CCN(Cc2ccccc2)CC1 (stereo not drawn),4%,-1%,0%,-14,0,4%,14%,0,2%,2
Nc1nc(-c2cccnc2)nn1C(=O)c1ccco1,nt,66%[activator],0%,nt,-3,-1%,nt,0,1%,nt
CSc1ccc(C(=O)C2CCCN(C(=O)CCn3cncn3)C2)cc1 (stereo not drawn),0%,-6%,0%,-10,-8,-3%,7%,0,-4%,-1
Cc1cc(C)nc(SCC(=O)Nc2ccnc3ccccc23)n1,-5%,25%,-4%,-5,-23,0%,3%,1,?,1
O=C(O)c1cccc(CN2C(=O)CSC2=O)c1,-10%,-7%,4%,-6,4,2%,3%,5,1%,-4
CC1(C)CC[C@]2(C(=O)O)CC[C@]3(C)C(=CCC4[C@@]5(C)CC[C@H](O)C(C)(C)C5CC[C@]43C)C2C1 (stereo partly drawn),5%,6%,-13%,?,6,nt,-6%,5,0%,1
O=C(COC(=O)C1CC2C=CC1C2)Nc1ccccc1F (stereo not drawn),0%,15%,-8%,-1,-3,4%,2%,2,?,-4
Cc1nc(NS(=O)(=O)c2ccccc2C)c2c3c(sc2n1)CCC3,1%,-1%,0%,13,-9,-2%,-2%,11,-1%,-15
CCc1ccc(OCc2nnc(NC(=O)c3cccs3)s2)cc1,4%,-20%,-3%,-30,2,5%,nt,5,-8%,-6
CCCCn1c(N)c(N(CCOC)C(=O)COC(=O)CCOc2ccccc2C)c(=O)[nH]c1=O,1%,nt,3%,4,23,nt,7%,nt,-1%,-2
O=C(Nc1ccccc1)c1nc[nH]c1C(=O)NCCCCNC(=O)c1[nH]cnc1C(=O)Nc1ccccc1,6%,nt,-3%,-2,0,nt,2%,nt,5%,-3
Oc1ccccc1/C=N/Nc1ccnc(SCc2ccccc2)n1,10%[46.1 µM],14%,3%,6,1,-1%,4%,-5,?,-6
COc1ccc(CNC(=O)COC(=O)c2cc3ccccc3o2)cc1,1%,nt,-5%,-1,0,nt,0%,nt,2%,3
COc1ccc(OC)c(C(c2nnnn2CC2CCCO2)N2CCN(C)CC2)c1 (stereo not drawn),2%,-1%,-7%,-13,11,-4%,-1%,1,?,4
Cc1ccc(CN2CCN(Cc3cnc(N(C)C)s3)CC2CCO)o1 (stereo not drawn),-4%,2%,1%,9,-7,-2%,6%,0,6%,0
CCCOc1ccc(-c2nc(N3CCN(C)CC3)c3ccccc3n2)cc1,3%,21%,2%,-10,-7,0%,-2%,1,1%,-9
CN(C(=O)CC(NC(=O)c1ccccc1Cl)c1ccccc1)c1ccccc1 (stereo not drawn),5%,9%,17%,30[activator],-5,-6%,-15%,nt,1%,2
Cc1cccc(NS(=O)(=O)c2ccc(C)c(C(N)=O)c2)c1,2%,2%,8%,8,-3,2%,0%,-2,1%,2
Cc1cccc(C(=O)NNC(=O)CN2C(=O)c3ccccc3C2=O)c1,3%[46.1 µM],?,-2%,12,-11,0%,-2%,-4,?,-4
COc1ccc(NC(=O)N2CCCCCC2)cc1,-1%,-8%,4%,-14,3,0%,-2%,-1,-12%,0
COc1cccc(N(CC(=O)Nc2cccnc2)S(C)(=O)=O)c1,nt,9%,0%,8,1,5%,2%,1,0%,-3
Cc1nn(CC2CC2)c(=O)n1-c1ccc(F)cc1,-6%,-11%,0%,-13,1,7%,4%,4,6%,0
CCOC(=O)N1CCN(CC(O)COCc2ccc(Cl)cc2)CC1 (stereo not drawn),2%,-2%,-3%,-10,11,-2%,-4%,1,1%,11
NC(=O)C1CCN(C(=O)CN2C(=O)c3ccccc3S2(=O)=O)CC1,7%,6%,0%,-20,10,-3%,-1%,0,2%,2
CCN(CC)C(=O)c1nc[nH]c1C(=O)N1CCC(C)CC1,-4%,nt,0%,-18,-6,nt,6%,nt,0%,27
COc1ccc(N(CC(=O)NCc2cccc(OC)c2)S(=O)(=O)c2c(C)noc2C)cc1,2%,2%,-6%,-9,6,2%,17%,1,0%,-9
O=C(O)c1cccc(S(=O)(=O)N(Cc2ccccc2)c2ccc(Cl)cc2)c1,-9%,?,-18%,-7,-9,4%,0%,16,6%,-10
c1ccc(N2CCOCCOCCOCCOCCOCC2)cc1,6%,5%,-5%,2,23,0%,0%,1,8%,1
Cn1cnc(C(=O)N2CCN(c3ccccc3)CC2)c1C(=O)N1CCN(c2ccccc2)CC1,8%,nt,0%,3,16,nt,-8%,nt,2%,-3
CSc1ccc(/C=C/C(=O)OCC(=O)N(C)CCC#N)cc1,3%,-18%,5%,-7,6,-2%,0%,1,3%,nt
COC(=O)c1c(O)cc(=O)n2c1CCCCC2,-3%,4%,0%,-7,1,8%,0%,0,7%,nt
COc1ccc(-c2nc(CS(=O)CC(=O)NCc3ccc(F)cc3)c(C)o2)cc1 (stereo not drawn),1%,2%,-3%,2,19,3%,6%,-1,-11%,-7
Cc1cccc(-n2c(-c3ccncc3)n[nH]c2=S)c1C,1%,-8%,0%,-2,20,0%,0%,6,0%,-4
Cc1nnc(NC(=O)c2sc3ccccc3c2Cl)s1,-8%,-5%,1%,-84*,-21,0%,7%,-14,?,-3
CSc1ncccc1C(=O)N1CCN(S(=O)(=O)c2ccc3ccccc3c2)CC1,3%,nt,-2%,33[activator],12,nt,4%,nt,-6%,0
CCCN1C(=O)c2ccccc2NC1c1ccc(C)cc1 (stereo not drawn),5%,4%,-9%,3,9,0%,6%,5,2%,-8
Cc1cc(C)c(O)c(-c2cc(C(=O)NCc3ccccc3)[nH]n2)c1,6%,-4%,1%,-6,-11,-1%,2%,0,-19%,-5
O=c1oc(Cl)c(Cl)c2ccccc12,0%,-9%,-5%,-11,-18&0,nt,13%,nt,4%,-10
Nc1nc2c(ncn2[C@H]2C[C@H](O)[C@@H](CO)O2)c(=O)[nH]1,-3%,nt,-1%,-27&7,nt,nt,-4%,nt,-12%,-13
O=C(Nc1ncc(C(F)(F)F)cc1Cl)C1COc2ccccc2O1 (stereo not drawn),-1%,-2%,-1%,-3,0,1%,-2%,2,23%,-7
O=C(Cn1cccc1C(=O)c1ccccc1)NCc1ccccc1,1%,-12%,1%,7,49,0%,nt,0,?,-10
CCOC(=O)CSc1nc2c(c(=O)[nH]c(=O)n2C)n1CCc1ccccc1,-4%,-4%,0%,-3,-8,1%,2%,0,0%,-5
N/C(=N\OC(=O)Cc1ccccc1[N+](=O)[O-])c1ccccn1,4%,3%,2%,4,-3,0%,3%,0,?,4
CS(=O)(=O)N1CCc2cc(C(=O)N3CCN(c4ccccc4)CC3)ccc21,-2%,-7%,3%,1,-4,1%,1%,1,-1%,-2
COc1cccc(-c2cc(C(F)(F)F)nc(-n3cccn3)n2)c1,-7%,-8%,3%,11,2,1%,nt,0,?,-13
COc1ccc(/C=N/NC(=O)COc2ccc(Cl)cc2Cl)cc1Cn1nc(C)cc1C,11%,0%,0%,-1,-10,2%,3%,1,?,nt
c1cc(CNc2ccc3c(c2)OCO3)ccn1,-1%,4%,-3%,2,-3,2%,1%,-11,?,25
